# FEN1 inh: inhibitors of human flap endonuclease 1; Potency, µM (top dose mostly 114 µM), for inactives: at the top dose activity change, negative = inhibition, most hits filed as inhibitors; P39748; 390,000 compounds, 0.35% hits; Recombinant FEN1 flap cleavage, fluorescence, 15 min; active = well fitted inhibition curve with a large enough effect; inconclusive = small, poorly fitted or top-dose-only effect; inactive = no such curve, though single readings can be large or run the other way; note: nearly all actives have a fitted effect of over 65% in size
# Target sequence (P39748 whole entry, looked up): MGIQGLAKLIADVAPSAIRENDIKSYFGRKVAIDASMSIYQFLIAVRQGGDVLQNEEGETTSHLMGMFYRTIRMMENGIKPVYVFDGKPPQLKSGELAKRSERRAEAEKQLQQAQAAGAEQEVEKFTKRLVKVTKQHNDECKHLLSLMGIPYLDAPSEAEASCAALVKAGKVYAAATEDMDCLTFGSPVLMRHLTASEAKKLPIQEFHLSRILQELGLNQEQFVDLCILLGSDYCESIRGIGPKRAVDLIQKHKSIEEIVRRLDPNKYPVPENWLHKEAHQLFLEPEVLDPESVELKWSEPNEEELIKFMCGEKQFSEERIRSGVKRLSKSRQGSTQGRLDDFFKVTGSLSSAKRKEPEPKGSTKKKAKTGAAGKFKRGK
#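 Potency values derive from four-parameter Hill fits of normalized qHTS data. The reaction used 10 nM FEN1 preincubated 15 min at room temperature with compound, then 50 nM DNA substrate, read at 0 and 15 min.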
# Starred values were filed as active, the others as inactive; ? = inconclusive. % is set by controls: 0 for no effect and ±100 for the full control effect; potency is the fitted concentration of half-maximal effect. Not all compounds are listed, so the mix of outcomes need not match the whole.
No. | Compound | FEN1 inh
1 | O=C(NNC(=O)c1ccc(Cl)c(Cl)c1)c1ccncc1 | 16%
2 | Cc1cn(CC(=O)NCC(C)c2ccccc2)c(=O)[nH]c1=O (stereo not given) | -2%
3 | O=C1c2cccc(Cl)c2C(=O)N1c1ccccn1 | 25%
4 | O=C(NC1CCCCCCC1)c1ccc(Br)cc1 | 1%
5 | Cc1nn(C)c(C)c1NC(=O)CSc1nc(Cc2ccccc2)nc2c1cnn2-c1ccccc1 | -2%
6 | Cc1cccc[n+]1CC(=O)c1ccc(Cl)cc1 | -6%
7 | OCCCn1c(CCNc2nc(-c3ccc(Cl)cc3)cs2)nc2cc(C(F)(F)F)ccc21 | 0%
8 | OCC1OC(c2ccccc2)OC2COC(c3ccccc3)OC12 (stereo not given) | 6%
9 | COc1ccc(C(=O)N/N=C/c2ccc(N(C)c3ccccc3)cc2)cc1 | 11%
10 | CCC(=O)c1cc(Br)ccc1OCC(=O)N1CCN(S(=O)(=O)c2ccccc2)CC1 | -18%
11 | CCN(CC)CCCN1C(=O)C(O)=C(C(=O)c2ccco2)C1c1ccc(C)o1 (stereo not given) | -5%
12 | Nc1c(N(Cc2ccco2)C(=O)COc2ccc(Cl)cc2)c(=O)[nH]c(=O)n1Cc1ccccc1 | -1%
13 | NS(=O)(=O)c1cnccc1Oc1cccc(Cl)c1 | 8%
14 | c1ccc2oc(-c3nn4c(Cn5cnc6ccccc65)nnc4s3)cc2c1 | 14%
15 | COC1=CC(=O)OC(c2ccco2)C1 (stereo not given) | 1%
16 | COc1cc2c(NC3CCN(C)CC3)nc(N3CCCN(C)CC3)nc2cc1OCCCN1CCCC1 | 10µM*
17 | COc1cc2c(cc1OC)CN(C1CCCN(Cc3cccc(C(C)=O)c3)C1)CC2 (stereo not given) | -3%
18 | COc1ccc(-c2csc(NC(C)c3nc4cc(Cl)c(Cl)cc4n3CCOCCO)n2)cc1 (stereo not given) | 4%
19 | CC1CC(C)(C)CC2(C1)NC(=O)N(CC(=O)N1CCN(S(=O)(=O)c3cccc(Cl)c3Cl)CC1)C2=O (stereo not given) | -13%
20 | CC(=O)c1ccc([N+](C)(C)C)cc1 | 1%
21 | Cc1ccccc1NC(=O)c1cccc(C(=O)Nc2ccccc2C)c1 | 5%
22 | CN(Cc1cnc2nc(N)nc(N)c2n1)c1ccc(C(=O)NC(CCC(=O)O)C(=O)O)c2ccccc12 (stereo not given) | 0%
23 | O=C(Cc1ccccc1[N+](=O)[O-])NCC(O)c1ccc2c(c1)OCO2 (stereo not given) | 2%
24 | CN(N)c1nc(N2CCCC2)nc(N2CCCC2)n1 | 3%
25 | CCCCNC(=O)C1(N2C(=O)c3ccccc3C2=O)CCCC1 | 2%
26 | CC(C)(C)OC(=O)N(Cc1ccccc1)Cc1ccccc1OCc1ccc(NC(=O)C2CCC2)cc1 | 2%
27 | CCC1(c2ccccc2)SCC(c2ccccc2)=NC1=O (stereo not given) | ?
28 | CCN(C(=O)COC(=O)c1cccc(S(=O)(=O)N(C)C)c1)c1c(N)n(Cc2ccccc2)c(=O)[nH]c1=O | 23%
29 | O=C(c1ccc2c(=O)n(Cc3ccc4c(c3)OCO4)c(=S)[nH]c2c1)N1CCN(Cc2ccccc2)CC1 | -23%
30 | CCCCCCCCCCCCCCCC[n+]1ccc(CC(O)c2c(C)[nH]c3ccccc23)c2ccccc21 (stereo not given) | 50µM*

# A different layout for some results above:
(6) Cc1cccc[n+]1CC(=O)c1ccc(Cl)cc1
- FEN1 inh: -6%

(10) CCC(=O)c1cc(Br)ccc1OCC(=O)N1CCN(S(=O)(=O)c2ccccc2)CC1
- FEN1 inh: -18%

(24) CN(N)c1nc(N2CCCC2)nc(N2CCCC2)n1
- FEN1 inh: 3%

# More compounds
No. | Compound | FEN1 inh
31 | Cc1cccn2c(=O)c3cc(C#N)c(=NC(=O)c4cccnc4)n(CC4CCCO4)c3nc12 (stereo not given) | -3%
32 | CN(C)c1ccc(C(O)c2cc3ccccc3s2)cc1 (stereo not given) | -16%
33 | COc1cc(NS(=O)(=O)c2cc(NC(C)=O)ccc2OC)c(OC)cc1NC(=O)c1ccccc1 | 11%
34 | CC[C@]12C(=O)N(C)C[C@H]([C@@H]3C(=O)N(C)C(=O)[C@@H]31)N2C(=O)c1ccc(F)cc1 | 0%
35 | COCOc1ccc(-c2cc(=O)c3c(OCOC)cc(OCOC)cc3o2)cc1 | 14%
36 | Nc1nnc(SCC(=O)N2CCN(c3cccc(Cl)c3)CC2)n1-c1ccccc1 | 5%
37 | CN(C)CCC(C(=O)c1ccccc1)c1ccncc1 (stereo not given) | 5%
38 | O=S(c1ccccc1)c1ccccc1 | 12%
39 | CCOC(=O)C1=C(C)N(CCCC(=O)O)C(=O)NC1c1ccccc1Cl (stereo not given) | 2%
40 | O=C(NC(=O)c1ccc(Cl)cc1)Nc1cc(N2CCCCC2)ncn1 | 4%
41 | COC(=O)Oc1c(Br)c(=O)oc2ccccc12 | 1%
42 | COc1cc(N)c2ncccc2c1Br | -19%
43 | COc1ccc(Nc2nc(NCCO)nc(N3CCCC3)n2)cc1 | 10%
44 | O=c1[nH]c(C(F)(F)C(F)(F)C(F)(F)F)no1 | 11%
45 | CCOC(=O)CCCCC1C(CCCC(=O)OCC)C=NN1C (stereo not given) | 17%
46 | Cc1cc(=O)c2c(o1)C(=O)c1occc1C2=O | 50µM*
47 | CC(=O)NC(CC(C)C)C(=O)NC(Cc1ccccc1)C(=O)CCl (stereo not given) | 2%
48 | O=C(c1ccccc1)C(CCc1ccccn1)CCc1ccccn1 | 6%
49 | CCOC(=O)n1cnc2nc(N)nc(SC)c21 | 8%
50 | COc1ccc(S(=O)(=O)NC(C(=O)OCC(=O)Nc2ccc(N3CCOCC3)cc2)C(C)C)cc1 (stereo not given) | 3%
51 | COC(=O)c1ccc(SCc2ccccc2)nc1 | 18%
52 | O=S(=O)(NCC(c1cccnc1)N1CCN(c2ccc(F)cc2)CC1)c1cc(F)ccc1F (stereo not given) | 3%
53 | O=C(CNC(=O)c1cccc(S(=O)(=O)N2CCc3ccccc32)c1)Nc1ccccc1Br | 2%
54 | CCOC(=O)/C(C#N)=C\c1ccc2c(c1)OCO2 | -1%
55 | Cc1ccc(C)c(Oc2coc3cc(OC(=O)c4cccs4)ccc3c2=O)c1 | 20%
56 | CN(CC(=O)Nc1cccc(F)c1)C(=O)c1cn(-c2ccccc2)nc1-c1cccs1 | -17%
57 | COc1cccc(CNCc2cccc(OC)c2O)c1O | -2%
58 | COc1ccc(-c2nnc(N(C)C(=O)C3CCOC3)s2)cc1 (stereo not given) | 0%
59 | COc1cc(C(=O)C(=O)c2ccc(OC)c(OC)c2)ccc1O | 13%
60 | CC(C)C[C@H]1CN([C@@H](Cc2ccc(O)cc2)CN2CCC[C@@H]2CN2C(=O)C(=O)NC[C@@H]2Cc2ccccc2)C(=O)C(=O)N1CC1CCCCCC1 | -17%

# 4 of the compounds above, field by field.
43. COc1ccc(Nc2nc(NCCO)nc(N3CCCC3)n2)cc1
  FEN1 inh: 10%
44. O=c1[nH]c(C(F)(F)C(F)(F)C(F)(F)F)no1
  FEN1 inh: 11%
45. CCOC(=O)CCCCC1C(CCCC(=O)OCC)C=NN1C (stereo not given)
  FEN1 inh: 17%
46. Cc1cc(=O)c2c(o1)C(=O)c1occc1C2=O
  FEN1 inh: 50µM*

# Structural class: the compounds so far containing a thiophene ring, fused or not.
No. | Compound | FEN1 inh
32 | CN(C)c1ccc(C(O)c2cc3ccccc3s2)cc1 (stereo not given) | -16%
55 | Cc1ccc(C)c(Oc2coc3cc(OC(=O)c4cccs4)ccc3c2=O)c1 | 20%
56 | CN(CC(=O)Nc1cccc(F)c1)C(=O)c1cn(-c2ccccc2)nc1-c1cccs1 | -17%

# Next records:
No. | Compound | FEN1 inh
61 | CC1=NN(c2ccccc2)C(c2ccco2)C1 (stereo not given) | 9%
62 | O=c1[nH]snc1-c1c(Cl)cccc1Cl | -3%
63 | CCN1CCn2c3c(c4cc(Br)ccc42)CCCC31 (stereo not given) | -3%
64 | CNC(=S)NN=C(C)c1ccc(OC)cc1O | -3%
65 | O=C(C(=NNc1ccccc1)c1ccccc1)c1ccccc1 | 6%
66 | Cc1[nH]c(=O)[nH]c(=S)c1C(=O)Nc1ccc(Cl)c(Cl)c1 | 3%
67 | CC(=NNc1nc2ccccc2o1)c1ncccn1 | -7%
68 | Cc1ccccc1C(=O)NCCCNC(=O)c1ccccc1C | 7%
69 | Cc1ccc(C(C)C)c(OCCOCCN2CCNCC2)c1 | -4%
70 | CC(C)(C)C1CCC(CN2CCC(CN3C(=O)C(=O)NC[C@@H]3Cc3ccccc3)CC2)CC1 (stereo not given in full) | 0%
71 | O=C(CN1CCN(S(=O)(=O)c2ccc(Br)s2)CC1)NC1CCCCC1 | -3%
72 | Cc1c(NC(=O)CSc2nnc(C(C)N(C)C)n2-c2ccccc2)c(=O)n(-c2ccccc2)n1C (stereo not given) | -6%
73 | COc1cc(OC)cc(C(=O)N2CCN(C3CCC(C)CC3)CC2)c1 (stereo not given) | 13%
74 | CCn1c(CCNC(=O)c2cccs2)nnc1SCC(=O)c1ccc(OC)cc1 | 7%
75 | O=C(CN1C(=O)C2(OCCO2)c2cc(Br)ccc21)NO | 0%
76 | COc1cc(/C=C/c2cncc(/C=C/c3cc(OC)c(OC)c(OC)c3)c2)cc(OC)c1OC | 11%
77 | OCCOCCn1c(CCNc2nc(-c3ccc(Cl)cc3)cs2)nc2cc(Cl)c(Cl)cc21 | -6%
78 | CCc1nc(N)c(C#N)c(-c2cccn2C)c1C | -8%
79 | COc1ccc(S(=O)(=O)Cc2ccc(C(=O)N3CCN(c4ncccn4)CC3)o2)cc1 | -8%
80 | C[C@@H]1NC(=O)N[C@@H]1CCCCCC(=O)O | 2%
81 | CCC(=O)OC1(C(C)=O)CCC2C3CCC4=CC(=O)CCC4(C)C3CCC21C (stereo not given) | 1%
82 | CC(C)C1(C)NC(c2ccc3c(c2)OCO3)=CC(c2ccccc2O)N1 (stereo not given) | 3%
83 | N#CCc1ccnc2ccccc12 | 5%
84 | CCC(C)[C@H](NS(=O)(=O)c1ccc(F)cc1Br)C(=O)OC (stereo not given in full) | 16%
85 | Cn1cnc([N+](=O)[O-])c1S(=O)(=O)Oc1cccc2ccccc12 | 4%
86 | Cc1ccc(CNCCCn2cnc3c(OCc4ccccc4)ncnc32)o1 | -4%
87 | CC(C)c1ccc(C=NNc2ccc([N+](=O)[O-])cn2)cc1 | -18%
88 | O=C(O)c1ccccc1NC(=O)C(c1ccccc1)c1ccccc1 | 10%
89 | O=C1NC[C@H](Cc2ccccc2)N(C[C@H]2CCCN2C[C@H](Cc2ccccc2)N2C[C@H](Cc3ccccc3)N(CCc3ccccc3)C(=O)C2=O)C1=O | -1%
90 | CN(CCc1ccccc1)C(=O)c1ccc(NC(=O)Cc2ccc(NC(=O)C3CCN(C(=O)C4CCCCC4)CC3)cc2)cc1 | -4%

# Next structures follow.
No. | Compound | FEN1 inh
91 | Cc1ccccc1Oc1ccc2c(c1)[C@@H]1C[C@H](N(C)C(=O)Nc3cc(Cl)cc(Cl)c3)[C@H]([C@H](C)O)C(=O)N1CC2 | -22%
92 | O=C(C[n+]1cccc2cccc(O)c21)c1ccc2ccccc2c1 | -13%
93 | O=S1(=O)c2c(Oc3cccc4ccccc34)cccc2OC(COCc2ccccc2)CN1C1CCCC1 (stereo not given) | -5%
94 | O=S(=O)(O)c1cccnc1SCc1ccccc1 | -9%
95 | COC(=O)c1ccc2c(c1)NC(=O)C1CCCN21 (stereo not given) | ?
96 | Cc1cccc(CN2Cc3cccc4c3[C@H](C=CC4)CC2=O)c1 | 5%
97 | Clc1ccc(CSc2ncnc3c2ncn3C2CCCCO2)cc1 (stereo not given) | -4%
98 | COc1ccc(C(=O)OCC(=O)Nc2cccc(S(=O)(=O)N3CCCCCC3)c2)cc1[N+](=O)[O-] | 12%
99 | CCCC[n+]1c(/C=C/c2c(OC)cc(OC)cc2OC)ccc2ccccc21 | 20µM*
100 | COc1ccc(CNc2ccccc2C(=O)NCc2ccccc2)cc1COc1ccc(NC(C)=O)cc1 | -13%
101 | CCOCCN1CCN(C2c3ccccc3CSc3ccccc32)CC1 (stereo not given) | -11%
102 | O=C(/C=C/c1ccccc1)CC(=O)c1ccccc1 | -6%
103 | O=C(Cc1ccc(NC(=O)C2CCN(C(=O)C3CCCC3)CC2)cc1)Nc1cccc(C(=O)N2CCCCC2)c1 | 11%
104 | Nc1nc(SCc2ccccc2)c2ncn(C3CCCCC3)c2n1 | -15%
105 | CC1CCN(c2oc(-c3ccc(OCc4ccccc4Cl)cc3)nc2C#N)CC1 | -11%
106 | COc1ccc(NS(=O)(=O)N2CCCCC2)cc1 | 1%
107 | CC(C)C[C@@H](CN)NC(=O)c1nc[nH]c1C(=O)N[C@@H](CC(C)C)C(=O)CNC[C@H](C)NC(=O)c1nc[nH]c1C(=O)N[C@@H](C)C(=O)O | -5%
108 | COc1ccc(OC)c(/C=C/c2ccnc3ccccc23)c1 | ?
109 | COc1ccc(-c2c(-c3ccsc3)oc3ccc(N4CCOCC4)cc23)cc1 | 7%
110 | CC(=O)Nc1ccc(Nc2nc3ccccc3nc2NS(=O)(=O)c2ccc(Cl)c([N+](=O)[O-])c2)cc1 | -25%
111 | COc1ccccc1C(=O)NCCCCNC(=O)c1ccccc1OC | 5%
112 | C=CCSc1nc2sc3c(c2c(=O)[nH]1)CC(C)(C)OC3 | 0%
113 | COc1ccc(CNCCS(=O)(=O)NC2CCCCC2)cc1 | -7%
114 | NC(=O)C(CCCCN1CCCCC1)(c1ccccc1)c1ccccc1 | 1%
115 | Cc1cc2ccccc2nc1-c1ccccc1F | -12%
116 | O=C(c1ccccc1)C(I)(I)N1CCOCC1 | 13%
117 | CCCCCCCCNS(=O)(=O)CCNCCCC | 4%
118 | Cc1c(C)[n+](=O)c(C)c(C)n1[O-] | 0%

# Source: PubChem (National Center for Advancing Translational Sciences (NCATS))
